Bioassay records (PubChem BioAssay)
NLRP3 yeast inh – NALP3 inhibition in yeast; Yeast reconstituted NLRP3/ASC/caspase-1, beta-gal luminescence, 24 h; AID 2825; inhibition, % at 10 µM; 0.39% of 330,000 active;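 active = inhibition of 50% or more; inactive = inhibition below 50%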;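 note: plate controls were induced DMSO wells for no effect and uninduced yeast grown without galactose for full effect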
Apaf1 inhib – blocks human Apaf-1 apoptosome activity. reconstituted apoptosome caspase-3 activity, DEVD-Rh110 fluorescence. AID 489030. 0.71% of 330,000 active. inhibition, % at 20 µM; active = inhibition of at least 40% at 20 µM;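 note: plate controls were DMSO wells for no effect and DEVD-CHO caspase inhibitor wells for full effect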
Target sequence (O14727 whole entry, looked up): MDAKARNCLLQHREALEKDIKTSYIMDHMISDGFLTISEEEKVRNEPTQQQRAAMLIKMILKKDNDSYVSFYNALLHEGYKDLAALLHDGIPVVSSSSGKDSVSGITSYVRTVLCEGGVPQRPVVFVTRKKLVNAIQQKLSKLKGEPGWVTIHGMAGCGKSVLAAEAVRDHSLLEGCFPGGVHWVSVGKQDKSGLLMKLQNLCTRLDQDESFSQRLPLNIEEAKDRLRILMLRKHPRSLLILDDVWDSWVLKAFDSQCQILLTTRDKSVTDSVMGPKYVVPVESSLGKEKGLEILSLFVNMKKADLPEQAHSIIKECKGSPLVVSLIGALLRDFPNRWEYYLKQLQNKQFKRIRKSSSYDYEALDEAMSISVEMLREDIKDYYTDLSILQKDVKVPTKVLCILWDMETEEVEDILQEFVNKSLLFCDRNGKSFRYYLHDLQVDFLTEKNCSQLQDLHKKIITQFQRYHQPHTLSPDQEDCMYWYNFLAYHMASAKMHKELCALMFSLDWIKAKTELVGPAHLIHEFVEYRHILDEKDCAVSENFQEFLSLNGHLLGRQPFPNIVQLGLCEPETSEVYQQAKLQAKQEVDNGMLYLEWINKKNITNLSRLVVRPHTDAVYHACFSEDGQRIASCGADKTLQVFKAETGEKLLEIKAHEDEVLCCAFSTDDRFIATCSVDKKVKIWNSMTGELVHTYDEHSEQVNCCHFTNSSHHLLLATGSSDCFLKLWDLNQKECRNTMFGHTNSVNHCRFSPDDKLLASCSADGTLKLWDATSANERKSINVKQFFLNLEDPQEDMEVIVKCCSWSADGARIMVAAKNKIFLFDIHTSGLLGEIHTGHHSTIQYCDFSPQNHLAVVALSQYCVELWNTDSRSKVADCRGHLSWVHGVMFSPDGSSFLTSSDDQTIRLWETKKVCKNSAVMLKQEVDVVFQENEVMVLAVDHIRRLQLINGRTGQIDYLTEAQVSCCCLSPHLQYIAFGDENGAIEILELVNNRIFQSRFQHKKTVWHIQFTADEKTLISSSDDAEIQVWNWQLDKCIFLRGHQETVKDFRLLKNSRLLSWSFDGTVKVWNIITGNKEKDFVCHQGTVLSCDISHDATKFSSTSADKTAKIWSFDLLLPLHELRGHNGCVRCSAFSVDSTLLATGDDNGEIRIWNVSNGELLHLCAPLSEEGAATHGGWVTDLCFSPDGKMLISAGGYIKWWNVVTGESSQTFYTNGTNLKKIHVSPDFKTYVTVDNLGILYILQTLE
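detection = Rh110 fluorescence intensity | test system = biochemical Apaf-1 apoptosome reconstitution | also added = cytochrome c and DEVD-Rh110 substrate | schedule = 30 min plus 50 min, RT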
SENP6 inh – inhibitors of human SENP6 protease. AID 2599. 1.8% of 330,000 active. inhibition, % at 10 µM. Recombinant SENP6 catalytic domain, aminoluciferin luminescence. Q9GZR1;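 active = inhibition above about 50% at the single tested dose, limit read from the data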;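 note: plate controls were DMSO wells with enzyme for no effect and DMSO wells lacking enzyme for full effect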
SENP1 inh – blocks the human SENP1 SUMO protease catalytic domain; recombinant SENP1 catalytic domain, CyPet-SUMO1-YPet FRET cleavage; inhibition, % at 10 µM; 0.21% of 360,000 active; AID 624204;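 active = inhibition at least 30% at 10 µM, raw YFP signal under a set limit, fluorescence ratio 0.5 to 1.5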;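 note: 0% = enzyme with DMSO and 100% = no enzyme wells; some results filed as inactive read as strong as hits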
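Controls: no-enzyme wells low, DMSO-plus-enzyme wells high control. Test system: human recombinant His6-tagged SENP1 catalytic domain enzyme. Reagent: SFCypet-SUMO1-SFYpet FRET protein substrate, 25 nM final. Doses: one dose per compound, 10 µM, 0.5% DMSO. Detection: FRET, CFP and YFP emission. Timing: 50 min reaction at room temperature.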
SENP8 block-1 – SENP8 (human) protease inhibition; Q96LD8; recombinant SENP8, Nedd8 substrate fluorescence; inhibition, % at 20 µM; 0.64% of 360,000 active; AID 602440; in the data active = inhibition mostly above about 40%, no sharp cut-off; inactive = mostly below about 27%
PfGluPho inh – PfG6PD (Plasmodium falciparum) enzyme inhibition; AID 504690; 0.78% of 350,000 active; inhibition, % at 20 µM; PfGluPho enzyme, NADPH resazurin-diaphorase fluorescence;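 active = inhibition reaching at least a set limit at 20 µM in the primary screen, cut at about 59% in these data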;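 note: 0% = DMSO wells with substrate and 100% = DMSO wells lacking glucose-6-phosphate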
HKDC1 inh – inhibitors of human hexokinase HKDC1 | recombinant HKDC1, G6PDH/diaphorase resazurin coupled fluorescence | inhibition, % at 20 µM | 0.16% of 340,000 active | AID 493160;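 active = inhibition above about 35% when tested at 20 µM, limit read from the data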;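 note: plate controls were DMSO wells with enzyme for no effect and DMSO wells lacking enzyme for full effect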
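Assay system: recombinant HKDC1 hexokinase; detection: coupled resazurin fluorescence, excitation 525 nm, emission 613 nm; benchmarks: DMSO-plus-enzyme-mix negative control, buffer-substituted positive control; compound dosing: single 20 µM dose; schedule: 90 min at room temperature in dark; also added: glucose plus 1 mM ATP as hexokinase substrates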
SENP7 block – blocks the human protease SENP7; Q9BQF6; recombinant SENP7, Z-RLRGG-aminoluciferin luminescence, 40 min; inhibition, % at 5 µM; 1.5% of 330,000 active; AID 434973;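 active = inhibition above about 50% at the single test dose, limit read from the data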;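 note: plate controls were DMSO with enzyme for no effect and no enzyme buffer wells for full effect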
SENP8 block-2 – SENP8 protease inhibition. Q96LD8. purified SENP8, Z-RLRGG-aminoluciferin cleavage, luminescence. inhibition, % at 10 µM. 1.2% of 330,000 active. AID 2540; in the data active = inhibition above about 50%
* = called active by the depositor; . = not tested or not shown.

SMILES | NLRP3 yeast inh | Apaf1 inhib | SENP6 inh | SENP1 inh | SENP8 block-1 | PfGluPho inh | HKDC1 inh | SENP7 block | SENP8 block-2
Cc1ccc(NC(=S)NC(=O)C2CCC2)cc1C | 35 | 4 | 0 | 1 | 4 | 9 | 2 | -5 | -9
Cc1cc(C(=O)N/N=C/c2sccc2C)no1 | 17 | -14 | -5 | 0 | 6 | 0 | -14 | 6 | -6
CCOC(=O)c1c(/N=C/c2cc([N+](=O)[O-])ccc2O)sc(C)c1C | 16 | 0 | -1 | 4 | 8 | -9 | -14 | -2 | -8
S=C(Nc1ccc(Cl)cc1)N(CCCN1CCOCC1)Cc1ccco1 | -3 | 4 | -3 | 2 | 24 | -2 | -11 | 5 | 4
NS(=O)(=O)c1cccc(NC(=O)CSc2nc3ccccc3c(=O)n2CCCN2CCOCC2)c1 | 4 | -4 | 10 | -1 | 8 | -2 | -6 | -3 | -1
NC(=O)CCn1cnc2ccccc21 | 0 | -20 | 3 | 0 | 16 | -15 | 1 | 0 | -4
CS(=O)(=O)Cc1ccc(C(=O)NC(c2ccccc2)c2ccccc2)cc1 | 17 | 0 | -6 | -1 | 10 | 7 | -5 | 7 | -2
O=C(NCC1CCCO1)c1ccc2c(=O)n(-c3ccccc3)c(=S)[nH]c2c1 (stereo unspecified) | 3 | -15 | 3 | 0 | 2 | 7 | -8 | -2 | 5
CN1OC[C@@H]2CN(C(=O)CCc3ccccc3)[C@H](c3cccc(-c4ccccc4)c3)C[C@@H]21 | . | . | . | 0 | 11 | 10 | -2 | . | .
O=C(CCN1CCN(C/C=C/c2ccccc2)CC1)Nc1ccc(Cl)cc1 | 33 | 8 | 5 | 0 | 4 | -10 | 1 | -6 | -5
O=C(Nc1ccccn1)c1ccc2c(=O)n3c(nc2c1)CCCCC3 | 29 | 30 | 27 | 0 | 11 | 28 | 12 | 15 | 0
O=C(CCc1nnc(Cc2c[nH]c3ccccc23)o1)NC(C1CC1)C1CC1 | 17 | 1 | -10 | -7 | -7 | -7 | -13 | -2 | -5
Cc1ccc(-c2nn3c(C)nnc3c3ccccc23)cc1S(=O)(=O)N(C)CCO | -5 | 13 | -9 | 1 | -6 | 9 | -1 | -2 | -8
Cc1ccc(NS(=O)(=O)c2cc(C(=O)Nc3cccc([N+](=O)[O-])c3)ccc2C)cc1 | 14 | 7 | -17 | 3 | 6 | 18 | 1 | -9 | -10
CCN(C(=O)CCc1nc(-c2ccccc2F)no1)c1cc(OC)ccc1OC | . | . | . | 1 | 10 | 6 | -5 | . | .

The final 5 records of the section above are carried over, then new ones follow:
SMILES | NLRP3 yeast inh | Apaf1 inhib | SENP6 inh | SENP1 inh | SENP8 block-1 | PfGluPho inh | HKDC1 inh | SENP7 block | SENP8 block-2
O=C(Nc1ccccn1)c1ccc2c(=O)n3c(nc2c1)CCCCC3 | 29 | 30 | 27 | 0 | 11 | 28 | 12 | 15 | 0
O=C(CCc1nnc(Cc2c[nH]c3ccccc23)o1)NC(C1CC1)C1CC1 | 17 | 1 | -10 | -7 | -7 | -7 | -13 | -2 | -5
Cc1ccc(-c2nn3c(C)nnc3c3ccccc23)cc1S(=O)(=O)N(C)CCO | -5 | 13 | -9 | 1 | -6 | 9 | -1 | -2 | -8
Cc1ccc(NS(=O)(=O)c2cc(C(=O)Nc3cccc([N+](=O)[O-])c3)ccc2C)cc1 | 14 | 7 | -17 | 3 | 6 | 18 | 1 | -9 | -10
CCN(C(=O)CCc1nc(-c2ccccc2F)no1)c1cc(OC)ccc1OC | . | . | . | 1 | 10 | 6 | -5 | . | .
NNC(=O)c1sccc1OCc1cccc(C(F)(F)F)c1 | -4 | 18 | 7 | 2 | 5 | 1 | 2 | -2 | 2
Cc1ccn2c(c1)nc(=S)n2C(=O)c1ccccc1 | 45 | 0 | 60* | -3 | -16 | 37 | -5 | 76* | -7
CSc1cccc(NC(=O)CSc2nc3ccccc3o2)c1 | 4 | -19 | -2 | 1 | 11 | -6 | 5 | 0 | 9
O=C(CSc1nc(N2CCOCC2)nc(N2CCOCC2)n1)Nc1cccc(C(F)(F)F)c1 | 6 | 11 | -14 | -2 | 1 | 10 | 0 | -6 | -7
COc1ccc(-c2cn3cc(C)ccc3n2)cc1OC | 17 | 18 | 57* | 2 | -333 | 61* | -1 | 16 | 36
COC(=O)c1c(C)oc(C)c1S(=O)(=O)NCc1ccco1 | -4 | -23 | -3 | 0 | 4 | 5 | -2 | 1 | -3
C=CCSc1nnc(CNC(=O)c2ccccc2C)n1C(C)C | -2 | -16 | -4 | 1 | 12 | -11 | -2 | 2 | 2
CC(C)(C)C(=O)Nc1nnc(SCC(=O)NC2CC2)s1 | 12 | 1 | -7 | 4 | 12 | 7 | -5 | 7 | 6
CCCCCCC(=O)OCC(=O)c1ccc2c(c1)NC(=O)CO2 | -1 | 19 | -16 | 2 | 15 | 17 | 3 | -14 | -9
Cc1csc(SCC(=O)NC(C)c2ccc(F)cc2)n1 (stereo unspecified) | -4 | 5 | -22 | 1 | 11 | 0 | -3 | -8 | -4
COCc1nnc(NC(=O)c2ccc(S(=O)(=O)N(C)Cc3ccccc3)cc2)o1 | 15 | 9 | -4 | 1 | 1 | -24 | -9 | -9 | -3
COc1ccc(/C=N/NC(=O)C(=O)Nc2ccccn2)cc1OC | 26 | 2 | -29 | 1 | -61 | -9 | -3 | 1 | -5
O=C(CNC(=O)c1ccc(Cl)cc1)N/N=C/C=C/c1ccccc1 | 7 | 0 | -5 | 3 | 16 | -11 | 2 | -2 | -11
O=C(O)CCC(=O)NNc1ccccc1[N+](=O)[O-] | 9 | 4 | 5 | 2 | 6 | -6 | -4 | -3 | 0
O=C(Oc1ccc(Br)cc1C(=O)/C=C/c1ccccc1F)c1ccco1 | -11 | 10 | -10 | -42 | 16 | 1 | 23 | 3 | 1
C=C(C)COc1ccc(-c2nc(N)ncc2-c2ccc(OC)c(OC)c2)c(O)c1 | 4 | 20 | 1 | 0 | -41 | 10 | -3 | 7 | -8
Cc1cc(C)c(NS(=O)(=O)c2c(C(=O)N3CCOCC3)c(C)n(C)c2C)c(C)c1 | 1 | -8 | 1 | 0 | -162 | 10 | -3 | 13 | -10
c1ccc(CCCc2nc(-c3ccccn3)no2)cc1 | 20 | 4 | -12 | 2 | 9 | -9 | -4 | -9 | -23
Cc1cc2ncn(C(=O)N3CCCC3)c2cc1C | -7 | -4 | -8 | -1 | 13 | -15 | 4 | 3 | -5
COc1ccc(CNC(=O)C(c2ccco2)N(C(=O)c2snc(C(N)=O)c2N)c2cccc(OC)c2)cc1 (stereo unspecified) | 9 | 10 | 7 | -24 | -327 | -10 | -5 | 0 | 4
CC(C)c1ccc(C2C3=C(CC(C)(C)CC3=O)NC3=C2C(=O)c2ccccc23)cc1 (stereo unspecified) | 11 | 8 | -16 | 4 | 12 | 24 | -1 | 2 | 14
Cc1ccccc1-c1nc(CS(=O)CC(=O)NCCN2CCN(Cc3ccccc3)CC2)c(C)o1 (stereo unspecified) | 12 | -3 | -9 | -1 | 11 | -15 | 4 | -1 | 1
O=C(NCc1cccnc1)/C(=C/c1ccc(Cl)cc1)NC(=O)c1ccccc1 | 5 | 2 | -13 | 1 | -3 | -9 | -6 | 3 | -5
CCOC(=O)C1=C(C)NC(=S)N(C(C)=O)C1c1ccc(OC)c(OC)c1 (stereo unspecified) | 14 | 1 | 1 | 0 | 12 | 14 | 0 | 0 | 6
Cc1ccc(NC(=O)C(C)SCc2nc3sc(C)c(C)c3c(=O)[nH]2)nc1 (stereo unspecified) | 0 | 5 | -6 | 15 | -116 | 5 | -5 | 5 | -2
COc1ccc(S(=O)(=O)NC2CCCCC2)cc1F | 30 | 8 | -24 | 3 | 16 | -1 | -1 | 2 | 5
CC1CN(CC(=O)Nc2nc3ccccc3s2)CC(C)O1 (stereo unspecified) | 14 | -8 | -15 | -27 | -24 | -1 | -8 | -1 | 5
CC[C@]12c3[nH]c4cc(-c5ccco5)ccc4c3CCN1C(=O)[C@@H](CC(=O)NCCCn1ccnc1)C[C@@H]2C(=O)N1CCN(C(=O)C2CC2)CC1 | . | 16 | . | -3 | -377 | 2 | -1 | -7 | .
CCCS(=O)(=O)NCc1cn2cccc(C)c2n1 | -3 | -8 | -18 | -16 | -6 | -9 | -6 | 1 | 0
C/C(=N\NS(=O)(=O)c1ccc(C)cc1)c1cccs1 | -3 | 4 | -5 | 1 | 32 | -17 | -3 | -5 | 7
O=[n+]1cc(-c2cccc3ccccc23)n([O-])c2c1CCC2 | 3 | -8 | -6 | 1 | 10 | -13 | -7 | -6 | 8
O=C1Cc2c(-c3ccccc3)cc(-c3cccc(Cl)c3)nc2-c2ccccc2N1 | . | . | . | 0 | -5 | -20 | -6 | . | .
CCOC(=O)CN1C(=O)C2(OCCCO2)c2cc(Br)ccc21 | 9 | -1 | 10 | 2 | 13 | 10 | -1 | -1 | 3
O=c1[nH]c2ccccc2cc1CN(CC1CCCO1)S(=O)(=O)c1ccc(Cl)cc1 (stereo unspecified) | 12 | 7 | -4 | 0 | -38 | 5 | -4 | -5 | -5
CN(C)C(=O)C(OC(=O)c1ccc2ccccc2n1)c1ccccc1 (stereo unspecified) | 24 | 2 | -16 | 0 | 4 | -7 | -4 | 1 | 7
CC(=O)N[C@@H](Cc1c[nH]c2ccccc12)C(=O)NC1CC1 | 13 | -2 | -5 | 1 | 11 | 0 | -8 | 3 | -5
CC(=O)N1c2ccc(S(=O)(=O)N3CCC(C(=O)Nc4cccc(F)c4)CC3)cc2CC1C (stereo unspecified) | 8 | -7 | 7 | 0 | 14 | 8 | -2 | -2 | 6
CC[C@H](C)[C@H]1CNC(=S)N1CC1CCN(CCCCc2ccccc2)CC1 | . | . | . | -1 | -1 | 8 | -3 | . | .
Cc1cc(NS(=O)(=O)c2ccc(NC(=O)c3ccc(Cl)cc3[N+](=O)[O-])cc2)no1 | 16 | -12 | 12 | 2 | 2 | -6 | -6 | -4 | -4
CSCCOC(=O)COc1ccc(/C=N/NC(=O)c2nn(C)cc2Cl)cc1 | 13 | 3 | -17 | -1 | 18 | 6 | -9 | -7 | -7
Cc1csc2c(=O)[nH]cnc12 | 3 | -4 | 15 | 3 | 10 | -9 | 14 | 2 | -4
Cc1nn(-c2ccccc2)c(C)c1C(=O)OCC(=O)N1CC(=O)Nc2ccccc21 | 8 | 9 | 0 | -1 | 8 | -19 | -1 | 1 | -1
Cc1cc(-c2ccccc2)nc2[n+]1CCN2C | 5 | -11 | -1 | -3 | -172 | -5 | -6 | 4 | 0
C=CCN1C(=O)c2ccc(C(=O)N3CCN(c4ccccc4OC)CC3)cc2C1=O | 19 | 3 | -1 | 1 | 3 | -2 | -3 | -6 | 8
CCOc1ccc(S(=O)(=O)n2cnc3ccccc32)cc1 | 25 | -17 | 5 | 0 | 19 | 1 | -3 | -4 | 1
NC(=O)C1CCN(C2=C(NS(=O)(=O)c3ccc(Br)cc3)C(=O)c3ccccc3C2=O)CC1 | 16 | 66* | 41 | 0 | 41* | -10 | 19 | 34 | 19
CCc1ccc(C(=O)c2cnc3ccc(OC)cc3c2N2CCN(CC)CC2)cc1 | 15 | 12 | -7 | -73 | -9 | -2 | 2 | -2 | -1
